# F508del corr = CFTR F508del correction in bronchial cells; CFBE cells, YFP halide quenching; stimulated with forskolin plus potentiator P3; % fluorescence drop versus neutral controls; activity (quench increase), % at 7.58 µM; hit rate 0.36% among 350,000;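 active = mean added fluorescence quench of at least 8% versus neutral control, with both replicates also reaching 8%; inconclusive = only one of the mean or replicate conditions met; inactive = mean below 8% and not both replicates reaching 8%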;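 note: cells transiently co-express mutant CFTR-F508del with the halide-sensitive YFP; corrector assay measuring rescue of mutant channel to the surface after 24 h compound exposure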
# ERp5 inh = ERp5 (human) disulfide isomerase inhibition; ERp5 insulin aggregation, absorbance 650 nm, 90 min; inhibition, % at 9.99 µM; hit rate 0.05% among 350,000; AID 651711;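 active = mean replicate inhibition above about 25%, with every replicate also reaching it, limit read from the data, passing the limit was not always enough; inconclusive = only one of those two criteria met; inactive = neither criterion met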
# Target sequence (Q15084 whole entry, looked up): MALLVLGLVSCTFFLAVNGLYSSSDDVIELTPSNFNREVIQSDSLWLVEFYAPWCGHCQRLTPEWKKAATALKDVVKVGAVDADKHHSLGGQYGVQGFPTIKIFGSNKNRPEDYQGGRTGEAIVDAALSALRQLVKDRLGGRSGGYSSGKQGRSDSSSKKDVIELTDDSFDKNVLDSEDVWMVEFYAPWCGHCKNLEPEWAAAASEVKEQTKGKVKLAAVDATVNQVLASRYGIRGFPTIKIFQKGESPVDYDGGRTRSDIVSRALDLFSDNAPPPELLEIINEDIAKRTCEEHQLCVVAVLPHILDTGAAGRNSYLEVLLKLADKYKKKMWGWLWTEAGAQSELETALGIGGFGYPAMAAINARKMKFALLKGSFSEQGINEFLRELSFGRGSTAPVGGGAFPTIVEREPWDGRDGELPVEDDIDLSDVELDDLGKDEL
# DENV2 CPE rescue = inhibitors of DENV2 cytopathic effect; DENV2-infected cells, cytopathic effect rescue, plate reader; CPE inhibition, % at 9.99 µM; hit rate 1.7% among 350,000; in the data active = CPE inhibition above about 20%, passing the limit was not always enough; inconclusive = no clear call, values can overlap the other calls; tested in BHK-21 cells;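 note: 0% = median of neutral control wells and 100% = median of positive control wells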
# EWS-Fli inh = inhibitors of EWS/Fli oncoprotein transcriptional activity | A673 NR0B1-luciferase reporter, viability-normalised | inhibition, % at 12.6 µM | hit rate 0.67% among 350,000 | AID 651661;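 active = mean inhibition of at least 50% after viability correction, with every replicate also passing that limit; inconclusive = mean reaches 50% but only one of two replicates passes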;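 note: firefly luciferase signal divided by Alamar Blue viability fluorescence both relative to DMSO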
# Xi reactivation = activators of X-chromosome reactivation in mouse fibroblasts; XiGFP mouse fibroblasts, % GFP-positive cells imaging, 3 d; cells co-treated with 5-aza-dC sensitizer; scaled so ellipticine positive control = 100%; activation, % at 7.58 µM; hit rate 0.055% among 360,000;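 active = mean normalized replicate activation at least 10% and every replicate at or above 10%; inconclusive = only one of the two criteria met; inactive = mean below 10% and not all replicates reach 10%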;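 note: 0% = median of on-plate neutral control wells and 100% = ellipticine 6 µM median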
#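 assay system = SV40-immortalized XiGFP fibroblast cells, line 68-5-11 | buffer or medium = DMEM plus 5-aza-dC sensitizer | doses = single-point pinned compound dosing | times = 3-day compound exposure, then 15 min fixation at room temperature | benchmarks = positive control ellipticine, 6 µM final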
# GSIS activator = primary screen for activators of insulin secretion dependent on glucose, INS-1E cells, GLuc reporter luminescence. INS-1E GLuc reporter insulin secretion, 2-3 h. activation, % at 16.6 µM. hit rate 0.61% among 370,000. AID 743287;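 active = lowest replicate activation of at least 40%, so every replicate reaches that level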;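 note: 0% = median of neutral control wells and 100% = median of IBMX positive control wells; some compounds called inactive have numbers as strong as hits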
# PAX8 reporter = lowers PAX8-driven luciferase in RMG-I cells. RMG-I TPO-luciferase reporter, SteadyGlo, 24 h. inhibition, % at 12.6 µM. hit rate 1.2% among 360,000;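 active = mean replicate inhibition at least 60% with every replicate also reaching 60%; inconclusive = only one of the two criteria is met; inactive = mean below 60% and not all replicates reaching 60%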;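 note: luciferase light reporting Pax8 driven TPO promoter activity; plate controls were median of neutral control wells for no effect and mitoxantrone controls for full effect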
# ARNT TACC3 PPI = disruptors of human ARNT/TACC3 interaction | Q9Y6A5 | AlphaScreen His-ARNT PAS-B/GST-TACC3 binding, luminescence; TACC3 fragment carries E629A point mutation | inhibition, % at 9.99 µM | hit rate 0.66% among 390,000 | AID 623870;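 active = mean inhibition of replicates at least 50% and at least half of replicates each reaching 50%; inconclusive = half or more replicates reach 50% but mean below 50%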;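 note: 0% = complete ARNT plus TACC3 wells and 100% = ARNT alone without TACC3; many hits fall short of the cut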
# Starred values were filed as active, the others as inactive; ? = inconclusive; nt = not tested or not shown.
SMILES,F508del corr,ERp5 inh,DENV2 CPE rescue,EWS-Fli inh,Xi reactivation,GSIS activator,PAX8 reporter,ARNT TACC3 PPI
CC(=O)Nc1ccc(NC(=O)C2CCN(C(=O)c3ccc([N+](=O)[O-])cc3)CC2)cc1,3.3,-4,2,10,0.0,3,0,nt
CCOc1cc(/C=N/NC(=O)c2ccc(-c3csc(Nc4ccc(C)cc4)n3)cc2)ccc1OCC(=O)O,-0.2,-7,-3,-73,0.2,3,-69,5
COC(=O)[C@H]1[C@@H](C)N(CCc2cc(OC)c(OC)c(OC)c2)C(=O)N[C@H]1c1ccccc1,0.4,2,?,-7,0.0,1,15,2
O=C(C[C@H]1CC[C@H]2[C@@H](COC[C@@H](O)CN2S(=O)(=O)c2ccc(Oc3ccccc3)cc2)O1)NCCN1CCCCC1,-0.8,-4,-11,10,0.0,6,6,10
COCCOC(=O)c1[nH]c2c(c1C)C(=O)CC(c1ccc(OC)cc1)C2 (stereo not drawn),0.0,2,-3,-7,0.2,12,-11,-2
Cc1ccc(-c2cc(C(=O)O)n(-c3ccc(S(N)(=O)=O)cc3)n2)cc1,nt,-3,3,8,-0.1,-4,-18,nt
O=C(C1CC1)N1CCN(c2ccc([N+](=O)[O-])cc2)CC1,0.0,3,-1,0,0.0,-10,22,nt
CC(=O)c1ccc(NC(=O)CCn2c(=S)oc3ccccc32)cc1,-0.2,4,-4,1,0.9,14,5,-4
CCn1c2ccccc2c2nnc(SCCN3CCCCC3)nc21,-0.1,1,5,-1,0.0,3,-30,7
Cc1ccc(C(=O)N(Cc2nnc(-c3ccc(Cl)cc3)o2)C2CC2)o1,0.5,nt,-6,-14,0.0,-14,-9,-1
CC1(C)Cc2ccccc2C(=C(C#N)C#N)N1,nt,nt,nt,nt,-0.1,4,-13,-6
Cc1ccc2c(c1)N=C(c1ccccc1)CC(C(Cl)Cl)=N2,1.4,0,-7,-44,0.6,-10,-53,0
C[C@H]1CN([C@@H](C)CO)C(=O)Cc2cc(NC(=O)C3CC3)ccc2O[C@H]1CN(C)Cc1ccncc1,1.5,nt,nt,-1,-0.4,11,-29,nt
Cc1ccc(N=C2C(=O)Nc3ccccc32)c(C)c1,-1.7,0,-2,32,-0.1,-8,11,13
Cc1ccc(S(=O)(=O)N2CCCCC2)cc1NC(=O)Cn1ccsc1=N,-0.2,?,-2,2,0.0,5,-4,6
O=C(NCCN1CCC(n2c(=O)[nH]c3ccccc32)CC1)c1ccncc1,0.4,3,1,-1,0.3,-4,11,nt
CNC[C@@H]1OCCCC[C@H](C)Oc2ccc(NC(=O)CCC(F)(F)F)cc2C(=O)N([C@H](C)CO)C[C@@H]1C,-0.8,nt,nt,-1,-1.3,-4,0,nt
CN1CCN(C(=O)C[C@@H]2C[C@@H]3c4cc(NC(=O)Nc5ccccc5F)ccc4O[C@@H]3[C@H](CO)O2)CC1,0.8,nt,0,-2,0.1,13,-8,-2
S=c1[nH]nc(-c2cc(-c3ccccc3)n[nH]2)n1/N=C/c1ccc(Cl)c(Cl)c1,-2.2,-1,13,7,0.0,26,11,-4
O=c1[nH]c(-[n+]2ccccc2)c(/C=N/NC([S-])=Nc2ccccc2)s1,-1.9,-1,-2,-4,0.3,-15,-3,39
S=C(Nc1cccc(Cl)c1)N1CCN(Cc2ccccc2)CC1,nt,0,-2,34,0.1,-8,-1,-15
O=C(CSCc1ccccc1)N/N=C/c1cc2c(cc1Br)OCO2,nt,-10,14,-13,-0.1,-39,19,-2
C[C@H](CO)N1C[C@H](C)[C@H](CN(C)S(=O)(=O)c2cn(C)cn2)Oc2c(NC(=O)Nc3ccc(F)cc3)cccc2C1=O,-0.4,5,4,7,0.1,-2,-23,nt
COCC(=O)OC1CCn2c1nc1c2C(=O)C(C)=C(NC(C)=O)C1=O (stereo not drawn),-3.8,7,-1,14,-0.1,-46,115*,20
Cc1ccc(-c2ccc3c(c2)O[C@H](CN(C)C(=O)C2CCCCC2)[C@H](C)CN([C@H](C)CO)S3(=O)=O)cc1,-1.9,nt,nt,-2,-0.8,-9,nt,nt
SMILES,F508del corr,ERp5 inh,DENV2 CPE rescue,EWS-Fli inh,Xi reactivation,GSIS activator,PAX8 reporter,ARNT TACC3 PPI
O=C(Nc1cccc(Cl)c1)c1nc[nH]c1C(=O)NCc1ccccc1,0.9,5,-13,15,0.2,3,4,7
Cn1c(=O)oc2ccc(S(=O)(=O)Nc3ccc(Cl)cc3[N+](=O)[O-])cc21,-0.4,-1,9,7,0.1,-10,13,nt
COCC(=O)N1CCC2(CC1)CN(Cc1cccc(OC)c1)[C@@H](CO)c1[nH]c3cc(OC)ccc3c12,-3.5,-2,-1,3,0.3,11,nt,nt
Cn1nnnc1SCC(=O)Nc1cc(S(=O)(=O)N2CCCCC2)ccc1Cl,1.9,3,-4,10,0.0,-10,26,6
Cc1ccc(C(=O)OCC(=O)NCCN2C(=O)CSC2=O)cc1,-1.4,0,6,9,0.0,0,-32,-2
Cc1ccc(-c2ccc([C@@H]3[C@H](CO)N4CCCCN(C(=O)Nc5ccccc5)C[C@@H]34)cc2)cc1,-4.1,nt,nt,13,0.0,-8,7,21
O=C1NC2(CCCCCC2)Cc2ccccc21,-1.7,6,-5,6,nt,-1,nt,nt
O=C(C(=O)N1CCN(c2ccccc2)CC1)c1ccc2c(c1)OCO2,3.4,1,7,-7,0.0,17,0,nt
Fc1ccc(-c2ccc3nccn3c2)cc1Cl,3.9,5,-17,-15,0.0,5,-13,nt
CC/C(=N/Nc1ccccc1C)c1cnnc(SC)n1,0.5,-2,13,0,0.0,nt,17,-5
COc1cccc(OCCCN2CCCCCC2)c1,-1.2,4,5,4,0.1,-1,-5,nt
CC1=[N+](C)N(c2ccccc2)C(=O)C1N=Cc1ccc(Cl)cc1 (stereo not drawn),-1.7,-7,-1,2,0.3,6,0,-2
CC1(C)C(=O)C=CC(=O)C(C)(C)C(=O)C=CC(=O)C(C)(C)C2=CC=C(O2)C(C)(C)C(=O)C=CC1=O,-1.6,-7,-5,11,0.0,nt,1,-6
C[C@H]1CCCCO[C@@H](CN(C)Cc2ccc(C(F)(F)F)cc2)[C@@H](C)CN([C@@H](C)CO)C(=O)c2cc(NC(=O)Nc3ccc(F)cc3)ccc2O1,2.1,3,0,19,0.6,1,105*,30
CS/C(N)=N/N=C/c1c(O)ccc2ccccc12,1.1,2,8,-78,-0.1,3,-84,-4
Cc1cc2[nH]c(=O)c(=O)[nH]c2cc1S(=O)(=O)N1CCN(c2cccc(C)c2C)CC1,-2.1,4,-4,-4,0.3,8,18,-7
Fc1ccc(CNc2ccc(N3CCN(Cc4ccccc4)CC3)cc2)cc1,0.3,-1,2,16,0.0,-10,0,18
Cc1ccc(C(=O)NC(=S)NCCN2CCOCC2)cc1,nt,1,0,-7,0.0,nt,-58,-5
CNC(=O)c1ccc(NC(=O)/C=C/c2cccc(F)c2)cc1,-0.1,-4,-4,-53,0.0,-5,-89,-5
COc1ccc(CNC(=O)C(C)OC(=O)Cn2cnc3c2c(=O)n(C)c(=O)n3C)cc1 (stereo not drawn),-1.6,5,1,-4,0.0,16,-24,-5
C=CCc1cccc2cc(C(=O)NNC(=O)c3ccncc3)c(=O)oc12,3.0,0,5,4,0.0,7,16,-29
CCNC(=O)C[C@@H]1CC[C@H]2[C@H](COc3ccc(NC(=O)C4CCOCC4)cc3C(=O)N2C)O1,-0.7,4,1,-8,0.2,1,-7,1
CC(C)(C)CN1CCNC[C@H]1Cc1cccc2ccccc12,1.6,4,-3,-3,0.1,-37,-4,-5
COC(=O)c1cc(-c2ccc(OC)c(OC)c2)c2c(=O)[nH]c(=O)n(C)c2n1,0.6,-3,5,-2,0.0,-3,8,4
COc1ccc(S(=O)(=O)Nc2ccc3c(c2)[C@@H]2C[C@@H](CC(=O)O)O[C@@H](CO)[C@@H]2O3)cc1,-0.5,-9,-2,-12,0.3,1,nt,-2
SMILES,F508del corr,ERp5 inh,DENV2 CPE rescue,EWS-Fli inh,Xi reactivation,GSIS activator,PAX8 reporter,ARNT TACC3 PPI
Cc1csc2c(N3CCCCC3)ncnc12,1.0,6,-2,-50,2.2,7,-61,-12
Cc1cc(=O)oc2cc(OCC(=O)NC3CCN(Cc4ccccc4)CC3)c(Cl)cc12,-3.0,-2,-2,-2,0.0,16,-27,1
C[C@@H]1CN([C@@H](C)CO)C(=O)c2cc(NC(=O)Nc3ccc(F)cc3)ccc2O[C@H]1CN(C)Cc1ccc(C(=O)O)cc1,0.6,1,-13,2,-0.4,20,-3,6
O=C(OCC(=O)N1CCNC1=O)c1ccccc1Cl,1.1,7,11,-2,-0.1,-4,-34,nt
OC[C@@H]1CN(Cc2ccco2)C[C@H](n2cnc3c(Nc4ccccc4)ncnc32)O1,-0.8,3,8,0,0.4,1,6,nt
CN1C[C@@H]2[C@@H]3C(=O)N(C)C(=O)[C@@H]3[C@](C)(C1=O)N2C(=O)c1ccc(C(F)(F)F)cc1,0.1,-1,7,-9,0.0,-6,4,-5
CCCCc1cn(C[C@H](Cc2ccccc2)NC(=O)N[C@H](CO)CCc2oc(C(C)=O)c(C(=O)OC)c2C(=O)OC)nn1,1.4,2,22*,-3,nt,nt,14,-1
CN(C)C(=O)c1cccc(-c2ccccc2[C@@H]2[C@@H](C#N)N(C(=O)C3CC3)[C@H]2CO)c1,-8.9,1,5,2,0.2,2,112*,nt
C[C@@H]1CN([C@@H](C)CO)C(=O)c2cc(C#Cc3ccncc3)cnc2O[C@@H]1CN(C)C(=O)CN(C)C,-6.5,6,-6,-15,-0.9,28,nt,-8
O=C(C1CCCC1)N1CCCCN2[C@H](CO)[C@H](c3ccc(-c4cccc(F)c4)cc3)[C@H]2C1,-3.6,-4,-1,-6,nt,nt,5,3
Cn1cc(-c2ccc3c(c2)OCO3)c2ccccc21,-0.8,0,6,-65,0.2,1,-87,nt
COc1cc(OC)cc(C(=O)N[C@H](C(=O)Nc2ccc(NC(C)=O)cc2)C(C)C)c1,-5.3,-6,10,11,0.0,4,-7,-6
O=C(COc1cc2oc(=O)c3c(c2cc1Cl)CCC3)NCCN1CCOCC1,1.9,-20,-2,5,0.0,8,-8,9
C[C@H](CO)N1C[C@H](C)[C@@H](CN(C)C(=O)NC2CCCC2)Oc2cc(C#Cc3ccc(F)cc3)ccc2S1(=O)=O,0.0,2,-4,12,-0.5,-17,nt,-2
Cc1noc(C)c1NC(=O)Nc1ccc2c(c1)C(=O)N(C)[C@@H]1CC[C@@H](CC(=O)N[C@H]3CCN(Cc4ccccc4)C3)O[C@@H]1CO2,1.0,0,-5,-5,0.0,4,-35,24
C[C@@H]1CN([C@H](C)CO)C(=O)c2cc(NS(=O)(=O)c3ccccc3)ccc2O[C@H]1CN(C)S(=O)(=O)c1cccs1,-1.8,-9,-10,4,0.1,1,2,0
C[C@H]1CN([C@@H](C)CO)C(=O)c2cc(C#CCc3ccccc3)cnc2O[C@@H]1CN(C)C(=O)C1CCC1,1.8,5,11,6,-0.9,37,-4,nt
Cc1ccc(S(=O)(=O)N(C)C[C@@H]2Oc3c(NC(=O)Nc4ccccc4)cccc3C(=O)N([C@@H](C)CO)C[C@H]2C)cc1,-1.3,4,3,0,nt,nt,11,8
COCCCNC(=O)C1C2C=CC3(CN(Cc4ccc(C)cc4)C(=O)C13)O2 (stereo not drawn),0.5,7,5,10,nt,-2,nt,-3
NC(=O)c1c(Nc2nc3c(F)cccc3s2)sc2c1CCCC2,nt,nt,nt,nt,-0.1,3,5,2
O=C(NOCc1ccccc1)c1cccc([N+](=O)[O-])c1,-1.8,0,6,-19,0.0,23,-48,0
